Screening results as filed in PubChem BioAssay.
GlmU inhibition: inhibition of mycobacterial GlmU enzyme – biochemical, glucosamine-1-phosphate acetyltransferase (AID 1376); M. tuberculosis GlmU acetyltransferase enzyme assay; higher % means a stronger effect; inhibition, %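 (tested at 30 µM in the primary screen)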; hits with a dose series show IC50 in µM; 220,000 compounds, 0.25% hits; in the data active = inhibition above about 13%;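 note: 0% = complete reaction with vehicle and 100% = reaction without substrate; strong numbers were not always called active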
RmlCD inh 1536: blocks M. tuberculosis RmlC and RmlD coupled enzymes. inhibition, % at 3.6 µM. AID 1533. P9WH09+P9WH11. RmlC+RmlD coupled enzyme assay, percent inhibition; primary screen in compound mixtures. 160,000 compounds, 0.03% hits; in the data active = inhibition mostly above about 34%, no sharp cut-off; note: some results filed as inactive read as strong as hits
Target sequence (P9WH09 whole entry, looked up): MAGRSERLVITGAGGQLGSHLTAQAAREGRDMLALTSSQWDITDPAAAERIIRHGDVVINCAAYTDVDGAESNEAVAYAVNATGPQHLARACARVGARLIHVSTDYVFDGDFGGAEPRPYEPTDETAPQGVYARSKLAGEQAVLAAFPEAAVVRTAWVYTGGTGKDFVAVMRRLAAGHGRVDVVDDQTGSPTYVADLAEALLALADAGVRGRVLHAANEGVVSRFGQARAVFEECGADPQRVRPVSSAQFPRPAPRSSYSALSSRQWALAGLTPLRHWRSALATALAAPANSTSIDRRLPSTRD
Target sequence (P9WH11 whole entry, looked up): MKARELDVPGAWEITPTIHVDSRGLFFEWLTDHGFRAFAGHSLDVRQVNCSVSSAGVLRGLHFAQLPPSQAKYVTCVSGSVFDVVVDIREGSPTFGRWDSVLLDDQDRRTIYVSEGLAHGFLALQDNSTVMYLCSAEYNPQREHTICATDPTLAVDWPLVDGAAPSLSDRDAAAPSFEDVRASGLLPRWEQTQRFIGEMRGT
* hit, by the source's call; . = not tested or not shown.

| SMILES | GlmU inhibition | RmlCD inh 1536 |
| --- | --- | --- |
| COc1ccc(C(=O)COC(=O)C2CCN(S(=O)(=O)c3cccc4cccnc34)CC2)cc1 | 1.6% | . |
| c1csc(-c2nn3c(Cn4cnc5ccccc54)nnc3s2)c1 | 1.7% | 2.0 |
| S=c1[nH]nc(-c2cc(-c3ccccc3)n[nH]2)n1/N=C/c1c(Cl)cccc1Cl | -2.4% | 10.7 |
| O=C(NCCC(c1ccccc1)c1ccccc1)c1cnc2sccn2c1=O | -9.7% | 13.0 |
| O=C(NNC(=O)c1cccc(Br)c1)Nc1ccc(Cl)cc1 | 6.2% | . |
| CCCCNC(=O)NS(=O)(=O)c1cnccc1Sc1ccc(Cl)cc1 | -4.5% | . |
| Nc1cc(Oc2cccnc2)cc([N+](=O)[O-])c1 | -0.2% | 3.0 |
| CN(C)C(=O)c1cn(-c2ccccc2)c(=O)c2ccccc12 | -1.2% | 14.4 |
| Cc1csc(NC(=O)c2ccc(S(=O)(=O)N(C)c3ccccc3)cc2)n1 | -3.9% | . |
| CCOC(=O)c1cc(-c2csc(-c3ccc(C(F)(F)F)cc3)n2)on1 | 0.8% | -11.4 |
| Cc1ccc2c(c1)C1OCCC1C1N2C(=O)C2C(C(=O)O)C3C=CC21O3 (stereo not drawn) | 6.3% | -10.2 |
| Cc1ccc(N(CC(N)=O)C2SC(=O)N(Cc3cccc(C(=O)O)c3)C2=O)cc1 (stereo not drawn) | 2.2% | . |
| O=C(COC(=O)c1ccccc1Nc1ccccc1)NCc1ccccc1Cl | -1.4% | 9.4 |
| Cc1cc(C)n2cc(CSc3ccccn3)nc2n1 | -0.3% | -1.8 |
| CCOC(=O)C1CCN(c2c(N(C)Cc3ccco3)c(=O)c2=O)CC1 | 8.7% | . |
| Cc1ccc(C)c(CSc2nnc(-c3cccnc3)o2)c1 | 1.9% | . |
| CCOC(=O)C1CCN(CC(=O)NC(=O)NC2CCCCC2)CC1 | 0.1% | 5.7 |
| CC1(C)CC(NNCCC#N)=CC(=[N+]2CCCC2)C1 | -5.3% | 5.3 |
| O=C(COC(=O)CNC(=O)C1CCCCC1)Nc1ccc(Cl)cn1 | 0.4% | . |
| Cc1cccc(C)c1NC(=O)C1(N(Cc2ccco2)C(=O)c2ccccn2)CCCC1 | -0.6% | 8.0 |
| CCOC(=O)N1CCC(NC(=O)CCS(=O)(=O)c2ccc3c(c2)CCN3C(C)=O)CC1 | . | -4.9 |
| CCCCn1c(-c2cccnc2)n[nH]c1=S | -3.5% | 6.7 |
| O=C(/C=C/c1ccc(O)c(O)c1)O[C@H](Cc1ccc(O)c(O)c1)C(=O)O | 84.9µM* | . |
| CCOC(=O)C(=O)Nc1ccccc1C(=O)NC(C)C | 10.6% | 5.2 |
| CCCC1=NN(C(=O)Cc2ccc(OC)cc2)C(O)(C(F)(F)F)C1 (stereo not drawn) | 1.0% | 3.3 |
| NNC(=O)C1CC1c1ccc(Cl)cc1 (stereo not drawn) | 0.7% | 6.0 |
| CCOc1cc(/C=N/NC(=O)c2cccnc2)ccc1OCC(=O)N(C)C | -3.2% | -11.2 |
| COP(=O)(OC)Oc1ccc(C(O)C(Cl)(Cl)Cl)cc1 (stereo not drawn) | 1.3% | -6.2 |
| CCOc1ccc(/C=C2\SC(=S)N(Nc3ccccc3)C2=O)cc1OC | -0.2% | 0.7 |
| NCCNc1cc(N2CCCC2)ccc1[N+](=O)[O-] | 1.9% | -6.8 |
| CC(C)c1ccc(NC(=O)c2cc3c(=O)n(C)c4ccccc4c3n2C)cc1 | 2.8% | -12.5 |
| Cc1ccc(-c2cc(=O)[nH][nH]2)c(C)c1 | 1.8% | 7.2 |
| Cc1csc(C(C#N)C(=O)c2ccc(S(=O)(=O)N3CCCC3)cc2)n1 (stereo not drawn) | -0.1% | 6.3 |
| CN(C)/C=C/c1c([N+](=O)[O-])c2ccc(O)cc2n1-c1ccccc1 | 2.5% | -6.3 |
| COc1ccc(/C=C/C(=O)NCC(=O)N/N=C(/CCC(=O)O)c2ccccc2)cc1 | 3.0% | -7.1 |
| O=C1NC2(CCSC2)C(=O)N1CC(=O)N(Cc1ccccc1)C1CCS(=O)(=O)C1 (stereo not drawn) | -2.5% | 30.8 |
| COC(=O)c1c(NC(=O)c2ccco2)sc(C(=O)N(C)C)c1C | 3.0% | -11.1 |
| COc1ccc(-c2[nH]ncc2CN2CCC(OCc3ccccc3)CC2)c(F)c1 | -2.6% | -7.6 |
| COC(C[C@@H]1O[C@@H]1[C@H](O)COCc1ccccc1)OC | -2.0% | . |
| O=c1nc(N2CCOCC2)nc(N/N=C/c2ccc3c(c2)OCO3)[nH]1 | 1.0% | . |
| c1ccc(OCc2nnc3n2CCCCC3)cc1 | -0.9% | -7.8 |
| CCOC(=O)N1CCN(C(=O)Cn2cnc3ccccc3c2=O)CC1 | 0.7% | . |
| CCC(C)C(=O)Nc1nccs1 (stereo not drawn) | 4.8% | -12.7 |
| CC(C)(C)c1ccc(C(=O)N/C(=C\c2cccs2)C(=O)NCc2ccco2)cc1 | -3.3% | 2.0 |
| CS(=O)(=O)N1CCCC(C(=O)NCc2cccs2)C1 (stereo not drawn) | 4.2% | 1.6 |
| Cc1cc(NS(=O)(=O)c2ccccc2)n(-c2ccccc2)n1 | 1.0% | . |
| Cn1c(C(=O)N(Cc2ccccc2)Cc2ccccn2)cc2sccc21 | -4.5% | . |
| O=C(NC(=S)Nc1ccc(S(=O)(=O)Nc2nccs2)cc1)c1cccc(F)c1 | 2.9% | -6.7 |
| O=C(NC1CCCCNC1=O)c1ccc(Cl)cc1 (stereo not drawn) | 1.0% | . |
| COc1ccccc1CCNC(=O)CSc1nnc2ccc(-c3cccnc3)nn12 | -1.5% | 12.1 |
| COc1ccc(C(=O)N2CCCC(c3nc(-c4cccs4)no3)C2)cc1OC (stereo not drawn) | 13.1%* | . |
| COc1ccccc1/C=C/C=N/n1c(-c2ccc(Cl)cc2Cl)n[nH]c1=S | 1.8% | -1.1 |
| Cc1cn2c(nc1=O)OC1CC2OC1CO (stereo not drawn) | -0.4% | -21.6 |
| CCOc1ccccc1Oc1c(C)oc2cc(OC(=O)N3CCOCC3)ccc2c1=O | 3.0% | -0.1 |
| COC(=O)C1=C[C@@H](C(=O)OC)[C@@H]2C3=C(C(=O)[C@]2(CC(C)C)NC(=O)c2ccccc2)[C@H](C)n2c(=O)n(-c4ccccc4)c(=O)n2[C@@H]3C1 | -1.1% | . |
| COc1ccc(-n2nnnc2SCC(=O)Nc2nnc(C)s2)cc1OC | 4.2% | 13.0 |
| CCOC(=O)Nc1cccc(NC(=O)c2cc(OC)cc(OC)c2)c1 | 3.6% | . |
| COc1ccc(F)cc1S(=O)(=O)Nc1ccc(C)cc1 | -1.0% | 0.0 |
| Oc1cccnc1CCc1ccccc1 | 5.8% | -7.2 |
| Cc1cc(NC(=O)c2ccc(C#N)cc2)n(-c2ccccn2)n1 | 3.7% | -5.3 |

Next section.
| SMILES | GlmU inhibition | RmlCD inh 1536 |
| --- | --- | --- |
| COc1ccc(NC(=O)COC(C)=O)cc1OC | -1.8% | -3.8 |
| OC(COCc1ccccc1)CN1CCCC1 (stereo not drawn) | -0.1% | 3.8 |
| CC1CCC(NC(=O)CN(C)S(=O)(=O)c2cccc3cccnc23)CC1 (stereo not drawn) | 0.8% | -7.7 |
| CCC(C)c1ccc(OCc2ccc(C(=O)OC)o2)cc1 (stereo not drawn) | -5.1% | . |
| COc1ccc(CCn2c(=N)c(C(=O)N3CCN(C)CC3)cc3c(=O)n4ccccc4nc32)cc1 | 2.2% | . |
| CC(C)(C)c1cc(C(=O)NNc2cc(C(F)(F)F)ccc2Cl)n(Cc2ccccc2)n1 | -5.9% | 4.0 |
| Cc1ccn2c(CNCCCn3cccn3)c(C(=O)N3CCCCCC3)nc2c1 | 2.9% | -5.7 |
| C=CCNC(=S)NNC(=O)c1ccc2c(c1)OCO2 | -2.5% | -8.6 |
| CCNc1nc(NCC)nc(OCCOC(C)=O)n1 | -1.4% | 2.9 |
| O=C1CCNc2c(Cl)cc(Cl)cc21 | 6.1% | . |
| CCS(=O)(=O)Nc1cccc(C2=NN(S(=O)(=O)c3ccccc3)C(c3cccs3)C2)c1 (stereo not drawn) | 3.1% | -14.9 |
| O=C(CN1CCc2ccccc21)Nc1ccc2c(c1)OCO2 | . | -9.1 |
| O=S(=O)(NCCNS(=O)(=O)c1cccs1)c1cccs1 | . | -2.6 |
| CCc1ccc(NC(=O)N2CCC(c3ccccc3)C2)cc1 (stereo not drawn) | -6.4% | . |
| CCCCCCn1c(C(C)O)nc2ccccc21 (stereo not drawn) | 3.0% | . |
| COc1ccc(C(=O)Nc2ccc3nc(C)sc3c2)cc1OC | -5.1% | -12.2 |
| CCOc1ccccc1NC(=S)N(CCCN1CCOCC1)Cc1cn(C)c2ccccc12 | 1.9% | . |
| S=C(c1ccc(-c2ccccc2)o1)N1CCCCC1 | 3.8% | 5.3 |
| O=C(c1cc(COc2c(F)cccc2F)on1)N1CCC(c2ccccc2Cl)C1 (stereo not drawn) | -4.5% | . |
| CC(C(=O)O)n1cnc2sc3c(c2c1=O)CCCC3 (stereo not drawn) | -7.0% | 12.4 |
| Cc1cc(N2C(=O)C3CCCN3C2c2ccccc2)no1 (stereo not drawn) | 3.0% | 10.3 |
| CCCOc1ccc(/C=N/Nc2ccccn2)cc1OC | -0.5% | . |
| COc1cc2[nH]c(Cl)c([N+](=O)[O-])c2cc1OC | 2.2% | . |
| Cc1ccc(C)c(NC(=S)NNC(=O)c2sccc2C)c1 | 1.9% | 10.2 |
| O=C(O)CCC(=O)NNC(=O)CCCOc1ccc(Cl)cc1Cl | -0.2% | -2.1 |
| COC(=O)/C=C1\SC(N)=NC1=O | -0.7% | -9.8 |
| O=C(Nc1ccc(Cl)cc1)NC1(C(=O)NCCCN2CCOCC2)CCCCC1 | -6.9% | . |
| CCCN(CCC)C(=O)CC(c1ccccc1)C1CCOC(C)(C)C1 (stereo not drawn) | 1.4% | 2.1 |
| CCCCN(CCCC)CC(O)Cn1c2ccccc2c(=O)c2ccccc21 (stereo not drawn) | -2.9% | -3.9 |
| COc1ccc(NC(=O)c2cccn(CC=C(C)C)c2=O)cc1 | -4.7% | -6.6 |
| CC1=C2C3OC(=O)C(C)C3CC[C@@]2(C)C=CC1=O (stereo partly drawn) | . | -0.8 |
| COC(=O)c1[nH]c2ccc(C)cc2c1NS(=O)(=O)c1ccc(F)cc1 | 4.9% | 5.4 |
| Cc1ccc(NC(=O)c2cc(=O)n(Cc3ccccc3)c(=O)[nH]2)cc1C | -1.2% | 4.6 |
| CN1CCC(=NNC(=O)CN(c2ccc(Oc3ccccc3)cc2)S(C)(=O)=O)CC1 | -4.5% | . |
| COc1cc(/C=C2\C(=O)NN(c3ccc(C)cc3)C2=O)cc([N+](=O)[O-])c1O | 10.0% | . |
| O=C(NC1CCC(O)CC1)c1cc(-c2ccco2)nc2ccccc12 (stereo not drawn) | -1.2% | -6.6 |
| Cc1ccc(C2(CCNCc3ccc(N(C)C)cc3)CCOC(C(C)C)C2)cc1 (stereo not drawn) | -9.5% | -8.8 |
| CC(=O)NCCNC(=O)c1oc2ccccc2c1CSc1ncn[nH]1 | 8.0% | 9.6 |
| CCOC(=O)N1CCN(C(=O)CN2C(=O)CC(C)(C)S(=O)(=O)c3ccccc32)CC1 | -1.2% | . |
| O=C(COC(=O)c1ccc([N+](=O)[O-])s1)Nc1ccccc1 | 3.6% | 2.0 |

Structures shown so far with a COOH group:
| SMILES | GlmU inhibition | RmlCD inh 1536 |
| --- | --- | --- |
| Cc1ccc2c(c1)C1OCCC1C1N2C(=O)C2C(C(=O)O)C3C=CC21O3 (stereo not drawn) | 6.3% | -10.2 |
| Cc1ccc(N(CC(N)=O)C2SC(=O)N(Cc3cccc(C(=O)O)c3)C2=O)cc1 (stereo not drawn) | 2.2% | . |
| O=C(/C=C/c1ccc(O)c(O)c1)O[C@H](Cc1ccc(O)c(O)c1)C(=O)O | 84.9µM* | . |
| COc1ccc(/C=C/C(=O)NCC(=O)N/N=C(/CCC(=O)O)c2ccccc2)cc1 | 3.0% | -7.1 |
| CC(C(=O)O)n1cnc2sc3c(c2c1=O)CCCC3 (stereo not drawn) | -7.0% | 12.4 |
| O=C(O)CCC(=O)NNC(=O)CCCOc1ccc(Cl)cc1Cl | -0.2% | -2.1 |

Following part
| SMILES | GlmU inhibition | RmlCD inh 1536 |
| --- | --- | --- |
| O=P(N1CCCCC1)(N1CCCCC1)C(Cl)(Cl)Cl | 6.7% | -13.3 |
| COc1ccc(-n2nc(C(=O)N3CCC(C#N)CC3)c3c4ccccc4n(C)c3c2=O)cc1 | -3.2% | . |
| CCC1CCC2(CC1)SCC(=O)N2c1ccccc1 (stereo not drawn) | -1.6% | -7.2 |
| Cc1ccc(C(=O)C[n+]2ccc(-c3nnc4n3CCC4)cc2)cc1 | -8.8% | -7.2 |
| CC(C)n1c(SCC(=O)N2CCN(C(=O)c3ccco3)CC2)nc2c1c(=O)n(C)c(=O)n2C | 3.4% | . |
| O=C(On1c(-c2ccccc2)nc2ccccc2c1=O)c1ccco1 | 2.3% | 4.2 |
| CC(=O)Nc1cc(C(=O)OCC(=O)c2ccc(C)cc2)ccc1C | 2.3% | . |
| CCOC(=O)c1ccc(NC(=O)C2CCN(S(=O)(=O)CC)CC2)cc1 | 4.2% | -8.5 |
| c1ccc(-c2csc3ncnc(N4CCc5ccccc5C4)c23)cc1 | -2.6% | . |
| COc1ccc(CNS(=O)(=O)c2ccc3c(c2)CCN3C(=O)C2CC2)cc1 | -1.5% | -3.1 |
| COc1ccccc1-c1nnc(NC(=O)c2ccc(S(=O)(=O)N(C)C)cc2)o1 | -0.2% | 9.2 |
| O=C(O)c1ccccc1SCC(=O)N1CCc2ccccc21 | 1.3% | 6.0 |
| CCN(CC)CCNC(=O)c1ccc(NC(=O)c2ccc(F)cc2F)cc1 | -4.7% | . |

Part of the list above, with values under each structure.
Value order – GlmU inhibition | RmlCD inh 1536
O=C(O)c1ccccc1SCC(=O)N1CCc2ccccc21
  1.3% | 6.0
CCN(CC)CCNC(=O)c1ccc(NC(=O)c2ccc(F)cc2F)cc1
  -4.7% | .

An excerpt; rates above refer to the full screens.
